Bioassay records deposited in PubChem by NCI.
All columns: NCI-60 one-dose screen, growth in % after 48 h at 10 µM unless noted; 100 = growth as untreated, 0 = no growth, -100 = all killed.
CAKI-1: CAKI-1 renal cancer | AID 1794772 | 75,000 compounds, 4.7% hits
NCI-H23: NCI-H23 lung cancer; 80,000 compounds, 4% hits; AID 1794731
RXF 393: RXF 393 renal cancer cells. 77,000 compounds, 6.9% hits. AID 1794773
NCI-H226: NCI-H226 lung cancer; 79,000 compounds, 3.5% hits
ACHN: ACHN renal cancer. AID 1794771. 81,000 compounds, 4.9% hits
NCI-H460: NCI-H460 lung cancer; 82,000 compounds, 6.8% hits
A498: A498 renal cancer cells; 76,000 compounds, 5.4% hits; AID 1794774
NCI-H522: NCI-H522 lung cancer. 78,000 compounds, 8% hits. AID 1794739
NCI/ADR-RES: NCI/ADR-RES ovarian cells; AID 1794790; 81,000 compounds, 4.4% hits
* marks the source's active call; other numbers are inactive results; . = no result given; & = joins results of further samples. Rule for the calls: active = growth percent below 10; inactive = the rest.

Each structure is followed by: CAKI-1	NCI-H23	RXF 393	NCI-H226	ACHN	NCI-H460	A498	NCI-H522	NCI/ADR-RES
COc1c2ccoc2c(/C=C/C=O)c2oc(-c3ccccc3)cc(=O)c12
    93.1	50.4	79.0	.	91.5	89.4	72.4	67.9	32.4
C=C(C)[C@@H]1CC[C@]2(C(=O)N3CCN(C)CC3)CC[C@]3(C)[C@H](CC[C@@H]4[C@@]5(C)CC[C@H](OC(=O)c6ccccc6C(=O)O)C(C)(C)[C@@H]5CC[C@]43C)[C@@H]12
    83.9	99.9	110.9	99.4	100.3	103.4	74.9	84.2	104.2
O=C1CSC(c2cn(-c3ccccc3)nc2-c2cccc([N+](=O)[O-])c2)N1c1cccc(F)c1 (stereo not given)
    87.9	98.7	115.3	94.5	96.1	109.2	103.4	100.5	108.0
O=C(CSc1nnc2n1N=C(c1ccccc1)CS2)c1ccccc1
    105.1	99.4	106.5	97.4	111.9	106.9	90.6	86.5	105.8
COc1ccccc1NC(=O)OCC#CCOC(=O)Nc1ccccc1OC
    88.6&94.3	95.5&101.1	90.3&102.1	90.5&97.8	100.2&104.2	94.7&109.8	92.8&87.5	76.8&80.2	92.7&98.7
Clc1cccc(C2Cc3cnccc3-c3[nH]c4ccncc4c32)c1 (stereo not given)
    50.8	35.0	69.1	52.1	42.1	19.1	39.0	51.9	47.7
NS(=O)(=O)c1ccc(Nc2nc(N/N=C/CCc3ccccc3)nc(Nc3ccccc3)n2)cc1
    96.9	104.0	96.0	103.6	101.4	104.1	86.4	87.1	112.5
COc1cccc(NC(=O)NCCNc2nccc(-c3c(-c4ccc(F)cc4)nc4sccn34)n2)c1
    93.4	89.9	88.5	85.9	44.9	58.8	77.1	.	91.2
O=C(Oc1c(Cl)cc(Cl)cc1[N+](=O)[O-])Oc1c(Cl)cc(Cl)cc1[N+](=O)[O-]
    91.6	104.1	117.5	99.6	106.3	102.2	82.5	108.9	107.7
Cn1c(-c2cccc(OC(F)(F)F)c2)cc(=O)c2cc(N3CCCC3)ccc21
    75.2	84.7	93.3	96.0	108.4	95.6	81.2	61.5	89.8
CC1(C)[C@@H](O[C@@H]2OC[C@@H](O[C@@H]3O[C@H](CO)[C@@H](O)[C@H](O)[C@H]3O[C@@H]3OC[C@@H](O)[C@H](O)[C@H]3O)[C@H](O)[C@H]2O[C@@H]2O[C@H](CO)[C@@H](O)[C@H](O)[C@H]2O)CC[C@]2(C)[C@H]3CC[C@]45OC[C@@]6(CC[C@](C)(C=O)C[C@H]64)[C@H](O)C[C@@]5(C)[C@]3(C)CC[C@@H]12
    -91.5*	-55.1*	-77.2*	-65.2*	-93.7*	-63.0*	-89.9*	-89.7*	-21.7*
C/C(=N\NC(=O)c1ccncc1)c1ccccc1O
    10.4	30.4&42.5	75.4&63.6	58.8&54.5	26.5&26.3	14.0&19.3	68.9	8.8*	16.9&18.0
CC(=O)/C(Cc1ccccc1)=N/O
    100.1	97.3	109.0	.	98.6	104.9	75.6	74.3	99.9
Clc1ccc2c(NCCCn3ccnc3)c3oc4ccccc4c3nc2c1
    22.1	.	32.3	51.4	18.1	-7.6*	8.1*	44.0	45.0
Clc1ccc(-c2ccnc3c2c(-c2ccccc2)nn3-c2ccccc2)cc1
    99.9	98.5	121.0	105.1	113.2	106.0	98.5	92.2	106.5

Brought forward from above: 5 compounds; new compounds follow.
Each structure is followed by: CAKI-1	NCI-H23	RXF 393	NCI-H226	ACHN	NCI-H460	A498	NCI-H522	NCI/ADR-RES
CC1(C)[C@@H](O[C@@H]2OC[C@@H](O[C@@H]3O[C@H](CO)[C@@H](O)[C@H](O)[C@H]3O[C@@H]3OC[C@@H](O)[C@H](O)[C@H]3O)[C@H](O)[C@H]2O[C@@H]2O[C@H](CO)[C@@H](O)[C@H](O)[C@H]2O)CC[C@]2(C)[C@H]3CC[C@]45OC[C@@]6(CC[C@](C)(C=O)C[C@H]64)[C@H](O)C[C@@]5(C)[C@]3(C)CC[C@@H]12
    -91.5*	-55.1*	-77.2*	-65.2*	-93.7*	-63.0*	-89.9*	-89.7*	-21.7*
C/C(=N\NC(=O)c1ccncc1)c1ccccc1O
    10.4	30.4&42.5	75.4&63.6	58.8&54.5	26.5&26.3	14.0&19.3	68.9	8.8*	16.9&18.0
CC(=O)/C(Cc1ccccc1)=N/O
    100.1	97.3	109.0	.	98.6	104.9	75.6	74.3	99.9
Clc1ccc2c(NCCCn3ccnc3)c3oc4ccccc4c3nc2c1
    22.1	.	32.3	51.4	18.1	-7.6*	8.1*	44.0	45.0
Clc1ccc(-c2ccnc3c2c(-c2ccccc2)nn3-c2ccccc2)cc1
    99.9	98.5	121.0	105.1	113.2	106.0	98.5	92.2	106.5
COc1cc(NC(C)CCCN)c2ncccc2c1 (stereo not given)
    78.1&101.2	92.6&101.1	102.5&106.0	89.6&100.6	95.6&88.3	104.1&103.7	97.6&124.7	96.1&108.5	95.6&103.5
Cc1ccc(-c2cc(-c3cc(Cl)ccc3O)[nH]n2)cc1
    48.0	67.1	89.0	72.0	65.1	43.7	90.9	53.5	73.1
COC(=O)C1(CC(=O)c2ccc3ccccc3c2)NC(=S)NC(=O)C1C#N (stereo not given)
    89.0	103.4	97.8	89.4	112.0	121.9	113.8	97.8	107.4
COc1ccc(NC(=O)c2ccc(C(=O)Nc3ccc(OC)cc3)cc2)cc1
    96.3	81.0	56.3	104.8	92.7	108.6	.	70.2	96.9
COc1cc2nc(CCC(N)=O)c(CC(N)=O)cc2c(OC)c1OC
    99.5	104.0	111.6	99.2	106.2	93.3	92.6	100.4	104.5
CCC(C)Cn1cnc2c(=S)nc(N)[nH]c21 (stereo not given)
    93.2	99.5	105.3	104.3	106.3	106.3	100.3	98.3	106.7
CCCCCCCCCCCCCCCCCC(=O)NC[n+]1ccccc1
    94.6	84.0	102.9	81.0	102.1	113.3	107.8	95.0	94.2
COc1ccc(Cn2nc3c(c2-c2cc(OC)c(OC)c(OC)c2)-c2oncc2CC3)cc1
    65.2	79.8	.	106.4	91.9	106.5	80.3	12.7	65.9
COc1ccc(OC)c([C@H]2c3[nH]c4ccccc4c3C[C@H]3C(=O)N(CCCCCCC(=O)NO)CC(=O)N23)c1
    78.4	100.0	107.3	102.9	94.2	87.1	102.4	69.2	99.5
NC(=O)c1ccccc1Cl
    105.0	99.2	.	98.2	107.5	102.6	103.3	96.0	105.3
O=C(CC(c1ccccc1)C(C(CC(=O)c1ccccc1)c1ccccc1)[N+](=O)[O-])c1ccccc1 (stereo not given)
    56.1	88.3	75.6	81.9	59.1	69.1	66.2	73.8	.
CCCNC(=S)N/N=C(\C)c1ccccn1
    6.7*	35.7	10.4	21.5	10.8	17.7	30.8	56.4	11.5
ONc1nc(NO)nc(N2CCOCC2)n1
    88.4	94.0	97.2	93.4	114.2	104.7	64.2	100.1	97.1
COc1ccc(-c2nnc3n(C)c(=O)c4ccccc4n23)cc1O
    35.2	41.4	-11.7*	76.8	47.5	12.0	21.6	15.6	15.5
Cn1c(=O)c2[nH]c(N/N=C/c3ccc(F)cc3)nc2n(C)c1=O
    103.7&114.1	106.3&103.5	120.1&112.2	109.0&103.6	106.4&103.2	113.1&105.7	100.8&92.3	93.8&87.8	110.0&117.5
COc1ccc(/C=C2\SC(=S)NC2=O)cc1OC
    79.8	.	96.4	82.6	86.5	93.6	27.1	85.3	87.7
C=C(CN=[N+]=[N-])[C@@H]1CC[C@]2(C(=O)OC)CC[C@]3(C)[C@H](CC[C@@H]4[C@@](C)(CCC#N)[C@H](C(=C)CN=[N+]=[N-])CC[C@]43C)[C@@H]12
    46.1	73.6	96.8	66.9	76.8	83.5	77.9	78.6	93.4
O=C(O)CCCCCCCCCCN1C(=O)/C(=C2/C(=O)N(CC(=O)O)c3ccc(Br)cc32)SC1=S
    83.8	92.8	113.1	98.1	84.2	105.4	95.2	90.1	96.7
COc1ccc(/C=C(\CC(=O)c2ccc(Cl)c(Cl)c2)C(=O)NCc2ccccc2)cc1
    85.1	90.0	100.4	83.7	98.2	100.7	103.9	72.2	86.4
O=S1(=O)CCC(N(/N=C/c2ccco2)c2ccccc2)C1 (stereo not given)
    106.9	102.0	108.6	104.1	106.4	107.1	112.6	95.5	98.7
CCCC(CNC(C)=O)(C1=CCCCC1)c1ccccc1 (stereo not given)
    81.6	94.9	93.6	91.7	92.9	95.0	89.8	83.6	99.6
COc1cc2c(cc1OC)C1=CCCCC1NC2=O (stereo not given)
    98.2	100.0	100.6	89.1	99.7	100.2	67.6	90.9	104.6
CN(C)c1ccc(O)c2c1C[C@H]1C[C@H]3[C@H](N(C)C)C(=O)C(C(N)=O)=C(O)[C@@]3(O)C(=O)C1=C2O
    19.2	67.6	57.0	77.3	33.3	44.4	28.0	57.2	83.5
COc1cc(NC(C)CCCN)c2ncccc2c1Oc1ccc(Cl)cc1 (stereo not given)
    68.7	87.4	79.5	75.0	82.6	83.8	71.1	87.9	77.3
O=S(=O)(c1ccc(Br)cc1)N(c1cccc(F)c1)C1CCN(Cc2ccc(F)cc2)CC1
    75.6	59.4	108.4	87.6	92.6	91.8	82.8	84.6	89.9
C=CC(=O)OCCCCCCCC
    97.6	105.5	119.6	98.9	101.5	102.5	89.8	.	105.1
N#CCCCCN1C(=O)c2ccccc2C1=O
    104.6	100.0	112.6	103.9	114.1	100.0	98.0	86.0	108.5
Cc1ccc(CSc2nc(Cl)c(C#N)c(-c3ccc(Cl)cc3)n2)cc1
    88.4	106.9	98.3	95.2	102.1	104.5	.	97.0	106.4
COc1cccc(/C=C/C(=O)c2sc(N)nc2C)c1OC
    107.4	101.2	112.3	101.5	102.1	102.8	.	82.5	109.0
COc1cc(-c2nc(SC(C)C)nc(Nc3cccc4ccccc34)c2C#N)cc(OC)c1OC
    51.4	91.3	90.9	61.0	64.2	27.5	84.3	78.6	85.1
Cc1cc(C=O)c(C)c2c1[nH]c1ccccc12
    .	98.5	117.4	-21.9*	88.4	76.1	-84.1*	88.5	94.2
Cc1c(Cc2ccccc2)c(=O)[nH]c(=O)n1C
    98.6	104.2	125.3	111.7	104.7	113.2	107.3	105.3	104.9
COc1cc2cc(NCc3ccc(OC(F)F)cc3)nc(C)c2cc1OC
    51.5	45.1	67.1	75.5	69.5	57.2	30.5	45.3	56.3
N#C/C(=C\c1ccco1)C(=O)Nc1ncc(Cc2ccc(Cl)cc2)s1
    79.5	96.5	97.6	101.4	98.6	107.1	86.5	83.6	94.5
COc1ccc(-c2nn(CC(=O)N3CCc4ccccc4C3)c(N)c2C#N)cc1
    80.1	89.5	82.1	92.9	86.6	106.5	84.6	91.4	94.2
O=C(N1CCNCC1)N(c1ccccc1)c1ccccc1
    95.3	95.0	118.2	104.0	104.4	109.7	112.0	97.3	101.3
N#CC1(NC(=O)N(CCCl)N=O)CCCCC1
    92.3	109.2	98.4	92.2	100.3	99.3	102.7	101.4	109.9
CS(=O)(=O)c1nccc(-c2c(-c3cccc(OS(N)(=O)=O)c3)nc3sccn23)n1
    94.1	100.3	104.0	108.1	91.0	102.1	74.2	101.4	105.8
COc1cc(NCC(=O)Nc2cc(Nc3cccc(C(F)(F)F)c3)ncn2)c(Cl)c(OC)c1Cl
    .	91.9	114.0	94.9	95.7	102.9	71.5	67.8	96.3
O=C(O)CC(C(=O)O)N1C(=O)/C(=C/c2cccnc2)SC1=S (stereo not given)
    95.2	104.5	108.4	.	102.9	104.3	104.6	93.2	105.4
Cc1cc(C)cc(C(=O)c2cc(Cl)ccc2OCCn2c(=O)ccn(CCOc3ccc(Cl)cc3)c2=O)c1
    43.0	57.5	65.5	60.9	55.8	58.0	48.9	62.8	47.1
N#Cc1cccc(C(F)(F)F)c1
    104.0	106.9	114.2	105.8	100.7	106.0	124.1	110.2	106.6
O=C(CSc1ccc2nnc(-c3cccc(F)c3)n2n1)Nc1ccc2c(c1)OCO2
    84.1	76.5	98.5	.	87.9	81.1	103.8	85.4	48.4
N#Cc1c(N2CCOCC2)[nH]n(C2=Nc3ccccc3Sc3ccccc32)c1=O
    87.3	101.6	99.3	106.4	82.2	92.5	97.4	63.9	86.9
CN1C(=O)N(C)C2C1N=C(SCc1ccc(Cl)cc1)N2/N=C/C=C/c1ccccc1[N+](=O)[O-] (stereo not given)
    61.0	99.4	68.2	78.0	90.8	90.0	83.4	65.5	71.9
O=C(O)c1ccccc1C(=O)Nc1ccccc1C(F)(F)F
    96.9	107.4	99.4	96.8	98.7	102.2	91.7	89.1	107.5
Cc1ccnc(NC(c2ccccc2)c2ccc3cccnc3c2O)c1 (stereo not given)
    14.7	47.8	66.9	57.8	28.5	6.0*	77.3	7.1*	22.4
Cc1ccc2[nH]c(=O)cc(-n3nc(C)c(C#N)c3N)c2c1
    86.8	97.8	121.3	100.8	104.7	102.2	.	91.3	104.1
CC(O)/C=C/C=C/C(O)CC/C=C/C(=O)NCC(C)(C)O (stereo not given)
    .	95.3	121.4	108.0	105.9	100.7	99.7	79.4	108.7
CC(C)CSc1nc(NNC(N)=S)c(C#N)c(-c2ccc(F)cc2)n1
    77.0	85.0	104.2	97.8	95.1	106.0	77.2	80.6	89.0
CCC(=O)O[C@H]1CCC[C@H]2[C@@H]3CCC4=CC(=O)CC[C@]4(C)[C@H]3CC[C@]12C
    .	96.9	97.0	89.5	115.0	101.0	76.7	74.7	97.1
CN1CCN(Cc2ccc(NC(=O)c3cncc(C#Cc4cnc(N)c5ccc(F)cc45)c3)cc2C(F)(F)F)CC1
    19.7	30.1	-3.8*	28.2	6.6*	-15.9*	25.0	-81.1*	35.3
C#CCOC(=O)[C@@H]1CCCN1CC#C
    76.3	96.7	81.7	81.2	85.7	87.8	93.5	96.6	85.7
